# Source: PubChem BioAssay
# PI4K2A inh: inhibitors of human PI4K2A; Q9BTU6; purified PI4K2A, ADP-Glo luminescence, 1 h; hits give low values; activity change, negative = inhibition, % at 76.9 µM; 420,000 tested, 0.13% active; in the data active = activity change below about -50%; inconclusive = mostly about -30% to -49%;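 note: -100% = wells without enzyme as full effect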
# Target sequence (Q9BTU6 whole entry, looked up): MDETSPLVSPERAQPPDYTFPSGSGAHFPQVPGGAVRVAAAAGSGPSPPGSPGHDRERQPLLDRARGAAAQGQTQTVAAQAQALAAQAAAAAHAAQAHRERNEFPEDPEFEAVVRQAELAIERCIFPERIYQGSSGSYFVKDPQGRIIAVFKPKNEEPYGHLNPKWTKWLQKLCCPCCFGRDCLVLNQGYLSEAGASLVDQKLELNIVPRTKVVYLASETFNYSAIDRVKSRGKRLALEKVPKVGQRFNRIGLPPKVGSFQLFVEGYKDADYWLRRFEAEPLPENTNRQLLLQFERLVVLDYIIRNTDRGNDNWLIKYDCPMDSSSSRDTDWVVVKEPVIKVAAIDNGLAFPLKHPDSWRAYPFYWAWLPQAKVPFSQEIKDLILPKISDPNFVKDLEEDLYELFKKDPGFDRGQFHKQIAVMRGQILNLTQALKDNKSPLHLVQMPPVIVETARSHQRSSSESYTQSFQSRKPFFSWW
#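 Compounds are screened against recombinant PI4K2A using PI as substrate and ATP, the latter dispensed at 300 microM. Reactions run one hour at ambient temperature before ADP-Glo detection; full inhibition defined by wells lacking enzyme.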
# Pin1 inh: human Pin1 inhibition. Pin1 FP peptide displacement, HiFluor488, 10 min. Q13526. Potency, µM (top dose mostly 115 µM), for inactives: top-dose activity, negative = inhibition, hits mostly inhibitors. 390,000 tested, 0.009% active; active = well fitted inhibition curve with a large enough effect in the polarisation, with a control signal flat, not every such curve was filed as active; inconclusive = small, poorly fitted or top-dose-only effect, or effect the other way, or a change in a side signal; inactive = no such curve, though single readings can be large or run the other way; the % refers to the polarisation; note: potency is the fitted concentration of half-maximal effect; % is set by controls: 0 for no effect and ±100 for the full control effect
# Target sequence (Q13526 whole entry, looked up): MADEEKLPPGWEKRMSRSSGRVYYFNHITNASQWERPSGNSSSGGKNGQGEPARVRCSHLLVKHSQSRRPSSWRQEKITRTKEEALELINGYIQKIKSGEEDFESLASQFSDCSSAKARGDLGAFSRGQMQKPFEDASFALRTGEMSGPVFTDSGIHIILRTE
# mIDH1 inhibitor: blocks human mutant IDH1 R132H enzyme; O75874; IDH1-R132H enzyme, NADPH consumption, diaphorase/resazurin fluorescence; Potency, µM (titrated, usually from 76.6 µM), for inactives: at the highest dose activity change, negative = inhibition, most hits filed as inhibitors; 390,000 tested, 0.093% active; AID 602179; note: potency is the fitted concentration of half-maximal effect; % is set by controls: 0 for no effect and ±100 for the full control effect; nearly all actives have a fitted effect of over 65% in size
# Target sequence (O75874 whole entry R132H, stated change not applied): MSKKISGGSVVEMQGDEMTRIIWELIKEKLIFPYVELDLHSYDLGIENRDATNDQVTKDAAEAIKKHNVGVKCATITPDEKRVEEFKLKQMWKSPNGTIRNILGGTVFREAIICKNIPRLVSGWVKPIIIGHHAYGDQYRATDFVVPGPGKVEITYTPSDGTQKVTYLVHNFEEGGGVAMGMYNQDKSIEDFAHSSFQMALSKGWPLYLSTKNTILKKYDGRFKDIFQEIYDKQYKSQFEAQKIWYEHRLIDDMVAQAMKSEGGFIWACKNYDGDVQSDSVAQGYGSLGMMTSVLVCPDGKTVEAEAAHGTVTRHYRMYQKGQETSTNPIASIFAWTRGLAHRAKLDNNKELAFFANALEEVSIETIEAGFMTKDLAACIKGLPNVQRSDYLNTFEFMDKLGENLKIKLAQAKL
#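 IDH1-R132H (0.5 ug/mL dispensed) in pH 7.5 Tris buffer was preincubated 30 min with compound, then given a substrate mix of 0.016 mM NADPH and 2 mM alpha-KG for 80 min at room temperature; remaining NADPH was read by diaphorase/resazurin fluorescence.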
# USP1 inh: inhibitors of human USP1/UAF1 deubiquitinase; O94782; recombinant USP1/UAF1, Ub-Rhodamine cleavage fluorescence; Potency, µM (doses to about 57.1 µM), without a hit: top-dose activity change, negative = inhibition, hits mostly inhibitors; 390,000 tested, 0.23% active; AID 743255; note: potency is the fitted concentration of half-maximal effect; % is set by controls: 0 for no effect and ±100 for the full control effect; nearly all actives have a fitted effect of over 60% in size; inactives centre near -12
#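 1 nM enzyme complex + cpd, 15 min RT; start with Ub-Rho 150nM final; kinetic fluorescence ex 480/em 540, 6 reads q60 s. Buffer 50mM HEPES pH 7.8, 0.5mM EDTA, 0.1 mg/ml BSA, 1mM TCEP, 0.01% Tween-20.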
# TrxR1 inh: blocks rat thioredoxin reductase 1. Potency, µM (top dose mostly 114 µM), for the others: at the highest dose activity change, negative = inhibition, usual class: inhibitors. recombinant rTrxR1, NADPH fluorescence consumption, selenite substrate. AID 588453. 390,000 tested, 1% active; note: potency is the fitted concentration of half-maximal effect; % is set by controls: 0 for no effect and ±100 for the full control effect; nearly all actives have a fitted effect of over 65% in size
#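 Rat TrxR1 (90 nM in the dispensed reagent) was pre-reduced with 400 uM NADPH for 5 min at room temperature, then incubated with compound for 15 min. After 400 uM selenite was added, NADPH fluorescence (Ex 340/Em 450 nm) was followed for 8 min.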
# Tb PGK inh: blocks T. brucei phosphoglycerate kinase | P07378 | PGK/GAPDH coupled, Kinase-Glo luminescence, 60 min | Potency, µM (highest dose often 57.5 µM), without a hit: at the top dose activity change, negative = inhibition, most hits filed as inhibitors | 380,000 tested, 0.043% active; note: potency is the fitted concentration of half-maximal effect; % is set by controls: 0 for no effect and ±100 for the full control effect; nearly all actives have a fitted effect of over 60% in size
#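 Luminescent ATP detection (Kinase-Glo Plus) follows a 60-minute room-temperature incubation, with wells lacking PGK as controls. Buffer: 100 mM TEA (pH 7.6), 5 mM MgCl2, 0.01% Tween-20. Coupling enzyme GAPDH (100 nM final) supplies unstable 1,3-BPG in-well.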
# TrxR1 substrate: substrates of rat thioredoxin reductase 1; O89049; purified TrxR1 substrate turnover, NADPH consumption readout; Potency, µM (highest dose often 114 µM), inactives show top-dose activity change, negative = substrate turnover; 390,000 tested, 0.01% active; AID 588456; note: potency is the fitted concentration of half-maximal effect; % is set by controls: 0 for no effect and ±100 for the full control effect; nearly all actives have a fitted effect of over 50% in size
#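 Rat TrxR1, dispensed at 90 nM, was prereduced with 400 uM NADPH (final) for 5 min at ~22 deg C, then incubated with compound 15 min before 400 uM selenite. A first-read NADPH fluorescence drop versus no-compound background flagged substrates.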
# HP1b binding inh: HP1-beta chromodomain-methylated histone interaction inhibition. AlphaScreen HP1-beta / biotin-H3K9me3 peptide binding. Potency, µM (series often up to 114 µM), inactives show at the top dose activity change, negative = inhibition, most hits filed as inhibitors. 390,000 tested, 0.56% active. P83916. AID 540317; note: potency is the fitted concentration of half-maximal effect; nearly all actives have a fitted effect of over 70% in size; inactives centre near 23
#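 Compound inhibition of the preformed complex between 50 nM HP1-beta and 50 nM biotinylated H3K9me3 peptide was read by AlphaScreen. Buffer was PBS pH 7.4 with 0.01% Tween-20. Incubations ran 30 min at room temperature, with 10 ug/mL donor/acceptor beads.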
# GLS inhibitor: inhibitors of human glutaminase (GLS). GLS enzymatic activity, qHTS titration. Potency, µM (titrated, usually from 45.5 µM), for the others: at the highest dose activity change, negative = inhibition, actives largely listed as inhibitors. 410,000 tested, 0.21% active. O94925; note: potency is the fitted concentration of half-maximal effect; % is set by controls: 0 for no effect and ±100 for the full control effect
#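 Assay buffer: 45 mM KH2PO4 pH 8.2, 0.02% Tween-20. hKGA acts on L-glutamine (1 mM solution added); product glutamate is reported by an oxidase/peroxidase Amplex Red coupling, with fluorescence taken at baseline and 30 min.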
# * hit, by the source's call; i = inactive; ? = inconclusive; . = not tested or not shown; & = joins results of further samples; [ ] = remark or other dose. Unless noted, calls come from the whole dose curve; as a rule, active = well fitted curve in the direction sought with a large enough effect; inconclusive = small, poorly fitted or top-dose-only effect, or another doubt; inactive = no such curve, though single readings can be large; an effect the other way counts as inactive or inconclusive. Only part of the results is shown (hit frequency here may not be typical).
SMILES,PI4K2A inh,Pin1 inh,mIDH1 inhibitor,USP1 inh,TrxR1 inh,Tb PGK inh,TrxR1 substrate,HP1b binding inh,GLS inhibitor
Cc1cc(NS(=O)(=O)c2ccc(NC(=O)C3CCCCC3)cc2)no1,-2.0,-3.7%,-7.6%,-10.2%,6.0%,-3.0%,-5.4%,8.4%,1.8%
Cc1cccc(NC(=O)c2cc(-c3ccc(C)c(C)c3O)n[nH]2)c1,-5.3,8.8%,-16.2%,-26.9%,23.0%,-7.3%,2.4%,.,8.7%
Cc1cc(C)cc(N2C(=O)CN(Cc3sccc3C)C2=S)c1,3.2,-9.1%,-4.1%,-9.7%,-14.3%,1.1%,-19.1%,26.3%,9.4%
CCOc1cc(/C=C2\N=C3CCCCCN3C2=O)ccc1O,-4.0,?,12.9%,?,-14.3%,i,-16.7%,31.3%,23.7%
COC(=O)c1ccc(N2CCN(C)CC2)c(NC(=O)COc2ccccc2Cl)c1,-0.9,0.6%,6.3%,-1.6%,19.9%,-1.0%,2.8%[0.457 µM],-3.8%,-5.5%
CCCC(=O)NCCc1cc2cc(C)c(C)cc2[nH]c1=O,3.7,-2.5%,0.7%,3.5%,9.7%[57.1 µM],-5.3%,9.6%[57.1 µM],8.3%,8.0%
CCOC(=O)c1cccc(NC(=O)CN2C(=O)C3CC=CCC3C2=O)c1 (stereo unspecified),5.8,0.8%,1.9%,-15.2%,-6.9%,-7.2%,-8.1%,6.2%,1.1%
COc1cc(O)c(C(CCN2CCCCC2)c2cc(OC)c(OC)c(OC)c2)c(OC)c1 (stereo unspecified),3.1,-1.9%&-16.0%,6.5%,-6.2%,16.9%&7.7%,2.8%,6.0%&-2.2%,29.1%&18.7%,22.4%
Cc1cccc2sc(NC(=O)CCNC(=O)c3ccco3)nc12,-3.3,-1.9%,-7.8%,-18.7%,3.3%[57.1 µM],-9.7%,-0.5%[57.1 µM],41.6%[activator],-13.9%
Cc1ccccc1NC(=O)CN1CCCC1,4.0,.,3.0%,-15.1%,.,-0.6%,.,.,-6.6%
O=C(Nc1ccc2nc(N3CCOCC3)sc2c1)c1ccccc1,2.0,15.8%,-12.3%,-22.2%,6.7%,5.6%,0.9%,33.3%,-1.1%
C1CCCN(c2nc3nonc3nc2N2CCCCCC2)CC1,-3.1,3.0%,5.9%,-5.7%,20.6%[57.1 µM],-2.9%,-11.5%,31.5%,0.0%
CCOc1ccc(Nc2nn(-c3ccc(OC(F)(F)F)cc3)nc2C(C)=O)cc1,-5.5,2.3%,10.7%,-6.2%,24.6%,i,-0.4%,47.9%[activator],-2.5%
O=C(NN=C1CCCCCC1)c1ccc(Br)o1,-0.9,-1.0%,0.1%,-2.8%,-32.5%,4.1%,-1.0%,26.4%,2.5%
Cc1cc2oc(=O)cc(CSc3nnc(C)n3N)c2cc1C(C)C,-7.0,2.2%,-5.3%,4.1%,7.6%[57.1 µM],-5.7%,5.5%[57.1 µM],18.3%,2.5%
COc1ccc(NS(=O)(=O)c2cc(C(=O)OC(C)C(=O)N3CCOCC3)ccc2Cl)cc1 (stereo unspecified),2.1,11.7%,6.0%,-17.5%,6.8%,-4.4%,-2.0%,37.1%,2.6%
CCN(Cc1cc2ccccc2[nH]c1=O)C(=O)C(C)C,2.0,-7.9%,5.8%,-13.6%,6.9%[57.1 µM],i,15.1%[57.1 µM],62.2%[activator],-4.7%
O=C(Cn1c(O)c(/C=C2\C=Nc3ccccc32)sc1=O)Nc1ccc2c(c1)OCO2,3.1,11.3%,4.5%,-8.0%,23.4%,-1.1%,7.2%,3.7%,20.3%
O=C(COC(=O)c1nc(Cl)c(Cl)c(Cl)c1Cl)c1ccc[nH]1,-7.8,7.2%,3.3%,-22.4%,?,i,-7.3%,29.4%,-2.6%
CCOC(=O)c1c(NC(=O)c2ccc(C)cc2)sc2c1CCCCC2,1.4,4.7%,7.9%,-6.7%,12.6%,4.1%,10.9%,75.5%[activator],-0.6%
C[C@@]12C(=O)Nc3ccc(F)cc3C(=O)N1[C@H]1c3cc(Cl)ccc3OC[C@@H]1[C@@H]2c1ccccc1,-1.0,5.4%,5.6%,-4.3%,24.9%,-6.5%,9.1%,2.5%,3.3%
COc1cccc(N2CC(C(=O)N3CCC4(CC3)CC(=O)c3ccccc3O4)CC2=O)c1 (stereo unspecified),0.3,-0.3%,-0.6%,1.7%,?,0.4%,0.5%,5.3%,3.1%
O=C(c1ccc(CN2CCOCC2)cc1)N1CCN(c2cccc(Cl)c2)CC1,-2.7,-5.9%,1.4%,-3.3%,-3.5%,-9.7%,4.9%[57.1 µM],6.0%,3.7%
COc1ccc(-c2ccc(N(C)C)cc2)cc1[C@H]1[C@H]2C=CC[C@@H](C)[C@@H]2C(=O)N1Cc1ccccc1,0.5,5.5%,-3.6%,?,17.2%[57.1 µM],8.2%,16.7%,?,7.7%
CCN(CC)CCN(Cc1cc2cc3c(cc2[nH]c1=O)OCCO3)C(=S)NCCOC,-4.8,.,-5.4%,-4.6%,.,2.6%,.,.,-2.3%
CCc1ccc(-n2c(=O)c3sc4ccccc4c3n(CC(=O)NC3CCCC3)c2=O)cc1,1.8,1.6%,-2.1%,-23.8%,10.9%,0.6%,14.5%,36.2%,-1.2%
CCNC(=O)C(=O)c1c(-c2ccccc2)[nH]c2ccccc12,-1.2,26.1%,2.1%,-19.8%,-6.9%,-3.5%,-11.6%,32.2%,-16.5%
COc1ccc(NC(=O)C2CCCN(C(=O)Nc3cccc(OC)c3)C2)cc1 (stereo unspecified),-10.7,1.4%,0.0%,-10.8%,-7.7%,3.4%,-6.8%,-1.5%,5.7%
COCOCCn1cc(CN2CCS(=O)(=O)N(Cc3ccc(-c4ccc(C)cc4)cc3)C(C)C2=O)nn1 (stereo unspecified),-2.7,.,-2.4%,-28.3%,.,i,.,.,-0.6%
COc1ccc(CCNC(=O)CS(=O)Cc2nc(-c3ccc(C)cc3)oc2C)cc1OC (stereo unspecified),-0.8&-2.5,-1.7%&9.7%,1.7%&-6.8%,-14.3%&-24.5%,-16.7%&12.3%,i,4.2%&8.0%,34.0%&24.2%,-7.4%&7.5%

# Continued; it opens with the five that closed the last part.
SMILES,PI4K2A inh,Pin1 inh,mIDH1 inhibitor,USP1 inh,TrxR1 inh,Tb PGK inh,TrxR1 substrate,HP1b binding inh,GLS inhibitor
CCc1ccc(-n2c(=O)c3sc4ccccc4c3n(CC(=O)NC3CCCC3)c2=O)cc1,1.8,1.6%,-2.1%,-23.8%,10.9%,0.6%,14.5%,36.2%,-1.2%
CCNC(=O)C(=O)c1c(-c2ccccc2)[nH]c2ccccc12,-1.2,26.1%,2.1%,-19.8%,-6.9%,-3.5%,-11.6%,32.2%,-16.5%
COc1ccc(NC(=O)C2CCCN(C(=O)Nc3cccc(OC)c3)C2)cc1 (stereo unspecified),-10.7,1.4%,0.0%,-10.8%,-7.7%,3.4%,-6.8%,-1.5%,5.7%
COCOCCn1cc(CN2CCS(=O)(=O)N(Cc3ccc(-c4ccc(C)cc4)cc3)C(C)C2=O)nn1 (stereo unspecified),-2.7,.,-2.4%,-28.3%,.,i,.,.,-0.6%
COc1ccc(CCNC(=O)CS(=O)Cc2nc(-c3ccc(C)cc3)oc2C)cc1OC (stereo unspecified),-0.8&-2.5,-1.7%&9.7%,1.7%&-6.8%,-14.3%&-24.5%,-16.7%&12.3%,i,4.2%&8.0%,34.0%&24.2%,-7.4%&7.5%
Cc1ccc(C)c(S(=O)(=O)N2CCN(C(=O)C3CCN(C(=O)c4ccc(F)cc4)CC3)CC2)c1,3.9,-16.6%,-2.2%,-11.0%,-3.5%,-5.2%,-6.9%,7.3%,-0.7%
COc1ccccc1NC(=O)NCCCl,3.5,0.5%,-4.2%,-16.7%,-3.6%,.,2.4%[57.1 µM],13.3%,-10.3%
CC(=O)N/C(=C\c1ccccc1)C(=O)OCc1ccc(F)cc1,3.2,-0.6%,1.3%,-7.3%,9.8%,6.1%,-3.7%,33.5%,-2.1%
Fc1ccc(-n2ncc3c(N4CCN(Cc5ccccc5)CC4)ncnc32)cc1,-7.8,-9.9%,-14.4%,-0.2%,8.5%[57.1 µM],-6.0%,0.9%[57.1 µM],31.0%,-6.3%
COC(=O)c1cc2oc3ccccc3c2n1CC(=O)Nc1ccc(N(C)C)cc1,2.0,0.8%,-4.8%,-15.2%,32.9%,i,2.0%,11.1%,-3.4%
Nc1nc2cc(S(=O)(=O)NC3=NCCCCC3)ccc2s1,-8.2,1.1%,28.9%,-4.1%,39.0%[activator],-4.7%,-0.6%,30.1%,-0.4%
CC1(c2ccc(Cl)cc2)CC(C)(C)N(C(=O)c2cccc(F)c2)c2ccccc21 (stereo unspecified),-2.7,-4.7%,8.6%,-25.7%,8.1%,-10.5%,1.2%,68.6%[activator],5.5%
